HP1b binding inh: HTS for Inhibitors of HP1-beta Chromodomain Interactions with Methylated Histone Tails; Chromobox protein homolog 1 (Homo sapiens), P83916; AlphaScreen HP1-beta / biotin-H3K9me3 peptide binding; Potency, µM (series often up to 114 µM), inactives show at the highest dose activity change, negative = inhibition, usual class: inhibitors; 0.56% of 390,000 active; AID 540317, 2011; note: potency is the fitted concentration of half-maximal effect; nearly all actives have a fitted effect of over 70% in size; inactives centre near 23
Target sequence (P83916 whole entry, looked up): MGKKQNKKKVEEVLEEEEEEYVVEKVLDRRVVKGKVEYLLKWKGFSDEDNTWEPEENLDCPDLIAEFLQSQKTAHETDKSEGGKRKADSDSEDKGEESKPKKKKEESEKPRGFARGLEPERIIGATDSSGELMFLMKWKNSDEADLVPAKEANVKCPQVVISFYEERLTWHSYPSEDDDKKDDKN
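AlphaScreen: HP1-beta (50 nM) preformed 30 min with biotin-H3(1-18)K9me3 peptide (50 nM) in PBS pH 7.4, 0.01% Tween-20. Compound added for 30 min at RT, then streptavidin donor/nickel chelate acceptor beads (10 ug/mL) for 30 min.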
Tb PGK inh: qHTS Assay to Find Inhibitors of Phosphoglycerate Kinase | Phosphoglycerate kinase, glycosomal (Trypanosoma brucei brucei), P07378 | PGK/GAPDH coupled, Kinase-Glo luminescence, 60 min | Potency, µM (doses to about 57.5 µM), for inactives: at the top dose activity change, negative = inhibition, usual class: inhibitors | 0.043% of 380,000 active | AID 602233, 2012; note: potency is the fitted concentration of half-maximal effect; % is set by controls: 0 for no effect and ±100 for the full control effect; nearly all actives have a fitted effect of over 60% in size
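Recombinant glycosomal PGK reaction used 1,3-bisphosphoglycerate generated in-well by GAPDH (100nM final) in 100mM TEA pH 7.6, 5mM MgCl2, 0.01% Tween-20. After 60 minutes at room temperature, ATP was read by Kinase-Glo Plus luminescence end-point.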
G9a block: qHTS Assay for Inhibitors of Histone Lysine Methyltransferase G9a; Histone-lysine N-methyltransferase EHMT2 (Homo sapiens), Q96KQ7; G9a H3K9 monomethylation, AlphaScreen, 2 h; Potency, µM (series often up to 102 µM), without a hit: at the top dose activity, negative = inhibition, most hits filed as inhibitors; 8.8% of 350,000 active; note: potency is the fitted concentration of half-maximal effect; % is set by controls: 0 for no effect and ±100 for the full control effect; nearly all actives have a fitted effect of over 75% in size
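Compounds were preincubated with 20 nM G9a for 15 min, after which biotinylated H3K9 peptide (500 nM) and SAM (20 uM) started a 2 h room-temperature reaction. Monomethylated product was quantified by antibody-based AlphaScreen chemiluminescence.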
BAZ2B block: qHTS Assay for Inhibitors of BAZ2B. Bromodomain adjacent to zinc finger domain protein 2B (Homo sapiens), Q9UIF8. AlphaScreen BAZ2B-H3K14Ac peptide displacement. Potency, µM (series often up to 114 µM), for the others: at the highest dose activity change, negative = inhibition, hits mostly inhibitors. 4.4% of 360,000 active. AID 504333, 2011; note: potency is the fitted concentration of half-maximal effect; % is set by controls: 0 for no effect and ±100 for the full control effect; nearly all actives have a fitted effect of over 60% in size
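Inhibition is scored as reduced AlphaScreen emission. The BAZ2B/b-H3(5-23)K14Ac complex (50 nM each) in PBS pH 7.4, 0.01% Tween-20 meets compound (up to 110 uM) for 30 min at RT before bead addition.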
Pin1 inh: qHTS Assay to Find Inhibitors of Pin1. Potency, µM (doses to about 115 µM), for the others: at the top dose activity, negative = inhibition, most hits filed as inhibitors. 0.009% of 390,000 active. AID 504891, 2011. Pin1 FP peptide displacement, HiFluor488, 10 min. Peptidyl-prolyl cis-trans isomerase NIMA-interacting 1 (Homo sapiens), Q13526; active = well fitted inhibition curve with a large enough effect in the polarisation, with a control signal flat, not every such curve was filed as active; inconclusive = small, poorly fitted or top-dose-only effect, or effect the other way, or a change in a side signal; inactive = no such curve, though single readings can be large or run the other way; the % refers to the polarisation; note: potency is the fitted concentration of half-maximal effect; % is set by controls: 0 for no effect and ±100 for the full control effect
Target sequence (Q13526 whole entry, looked up): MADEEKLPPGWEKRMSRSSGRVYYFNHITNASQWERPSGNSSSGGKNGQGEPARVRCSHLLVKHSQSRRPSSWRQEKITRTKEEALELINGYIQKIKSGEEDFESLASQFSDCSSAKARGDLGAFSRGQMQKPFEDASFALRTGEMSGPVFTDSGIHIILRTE
PI4K2A block: qHTS for small molecular inhibitors of PI4K2A. Phosphatidylinositol 4-kinase type 2-alpha (Homo sapiens), Q9BTU6. purified PI4K2A, ADP-Glo luminescence, 1 h; stronger effect = lower value. activity change, negative = inhibition, % at 76.9 µM. 0.13% of 420,000 active; in the data active = activity change below about -50%; inconclusive = mostly about -30% to -49%;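 note: -100% = wells without enzyme as full effect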
Target sequence (Q9BTU6 whole entry, looked up): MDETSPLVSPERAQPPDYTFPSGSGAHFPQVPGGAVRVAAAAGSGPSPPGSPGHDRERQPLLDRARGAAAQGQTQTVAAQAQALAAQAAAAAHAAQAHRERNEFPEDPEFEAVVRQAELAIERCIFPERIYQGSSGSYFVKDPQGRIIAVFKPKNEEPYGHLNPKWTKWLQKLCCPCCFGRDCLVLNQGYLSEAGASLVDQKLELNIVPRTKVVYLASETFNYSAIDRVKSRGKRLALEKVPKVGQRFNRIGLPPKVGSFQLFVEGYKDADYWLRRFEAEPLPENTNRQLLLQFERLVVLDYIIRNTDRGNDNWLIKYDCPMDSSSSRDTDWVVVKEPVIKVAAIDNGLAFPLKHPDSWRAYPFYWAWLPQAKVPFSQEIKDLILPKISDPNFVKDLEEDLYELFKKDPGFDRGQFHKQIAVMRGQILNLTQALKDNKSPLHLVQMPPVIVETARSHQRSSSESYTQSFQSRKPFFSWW
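PI4K2A activity was measured by ADP-Glo luminescence: enzyme (4 ug/mL stock) and phosphatidylinositol (1.2 mM stock) in Tris pH 7.5/MgCl2/EGTA/Triton X-100 buffer were reacted with ATP (300 microM stock) for one hour at ambient temperature.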
JMJD2A Tudor inh: qHTS Assay for Inhibitors of JMJD2A-Tudor Domain. Potency, µM (doses to about 114 µM), without a hit: at the top dose activity change, negative = inhibition, hits mostly inhibitors. Lysine-specific demethylase 4A (Homo sapiens), O75164. AID 504339, 2011. AlphaScreen JMJD2A-Tudor / H3K4me3 peptide binding. 4.4% of 390,000 active; note: potency is the fitted concentration of half-maximal effect; % is set by controls: 0 for no effect and ±100 for the full control effect; nearly all actives have a fitted effect of over 50% in size
GLS inh: qHTS for Inhibitors of Glutaminase (GLS). Glutaminase kidney isoform, mitochondrial (Homo sapiens), O94925. GLS enzymatic activity, qHTS titration. Potency, µM (titrated, usually from 45.5 µM), for inactives: top-dose activity change, negative = inhibition, most hits filed as inhibitors. 0.21% of 410,000 active. AID 624170, 2012; note: potency is the fitted concentration of half-maximal effect; % is set by controls: 0 for no effect and ±100 for the full control effect
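hKGA in 45 mM KH2PO4 (pH 8.2), 0.02% Tween-20 with compound, then 1mM L-Glutamine (stock as added) plus glutamate oxidase/HRP/Amplex red coupling mix. Fluorescence read initially and after 30 min at RT; signal change reflects glutamate formation.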
ERG-DNA inh: qHTS for Small Molecule Inhibitors of the ERG Ets/DNA interaction. Transcriptional regulator ERG (Homo sapiens), P11308. fluorescence polarization, His-ERG Ets domain / labelled DNA. Potency, µM (series often up to 76.9 µM), for inactives: at the highest dose FP activity, negative = inhibition, usual class: inhibitors. 0.028% of 370,000 active. AID 624246, 2012; active = well fitted inhibition curve with a large enough effect in the polarisation, with a control signal flat; inconclusive = small, poorly fitted or top-dose-only effect, or effect the other way, or a change in a side signal; inactive = no such curve, though single readings can be large or run the other way; the % refers to the polarisation;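 note: polarization taken with two DNA probes labelled with fluorescein and Texas red; potency is the fitted concentration of half-maximal effect; % of control where 0% means no effect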
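His-tagged ERG Ets domain (1 uM in the protein solution; 300mM KCl, 50mM Tris-HCl, 1mM EDTA, 1mM DTT, pH 7.5) received compound, then a probe mix of 5 nM fluorescein-DNA and 100nM Texas-615-DNA. Fluorescence polarization was read for both dyes.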
Active calls of the source: *; i = inactive; ? = inconclusive; · = not tested or not shown; [ ] = remark or other dose. Unless noted, calls come from the whole dose curve; as a rule, active = well fitted curve in the direction sought with a large enough effect; inconclusive = small, poorly fitted or top-dose-only effect, or another doubt; inactive = no such curve, though single readings can be large; an effect the other way counts as inactive or inconclusive. Compounds were not picked by outcome; 11% or so of the library scored in one or more.

SMILES	HP1b binding inh	Tb PGK inh	G9a block	BAZ2B block	Pin1 inh	PI4K2A block	JMJD2A Tudor inh	GLS inh	ERG-DNA inh
CCOc1ccc(S(=O)(=O)N2CCOCC2)cc1NC(=O)CCOc1ccc(C(C)(C)C)cc1	1%	-5%	7%	-6%	-5%	5	-8%	-3%	-6%
CCOC(=O)c1cc2c(c(-c3ccccc3)n1)[C@@H](CCO)N(S(=O)(=O)C(C)(C)C)C2	17%	-14%	·	·	-4%	-3	-14%	-5%	1%
CCOC(=O)c1c(-c2ccccc2)oc2ccc(OCC)cc12	268%[activator]	-11%	342%[activator]	301%[activator]	1%	-1	257%[activator]	-1%	-4%
Cc1cccc(-c2nc(CSCC(=O)NCCCN3CCOCC3)c(C)o2)c1	1%	-6%	39%[59 µM]	-3%	0%	-3	-23%	1%	-4%
CNc1nc2c(N)ncnc2n1[C@H]1O[C@@H](CO)[C@H](O)[C@@H]1O	19%	-6%	33%[activator]	3%	2%	-7	0%	23%	8%
Cc1ccc([C@@H]2[C@@H]3C(=O)N(C)C(=O)[C@@H]3[C@]3(Cc4ccccc4)C(=O)N(Cc4ccccc4)CC(=O)N23)o1	37%[activator]	-7%	·	6%	-1%	-1	-1%	-2%	-3%
Cc1ccc(OC(C)C(=O)Nc2ccccc2C(=O)NCc2cccnc2)cc1C (stereo not drawn)	21%	0%	1%[12.7 µM]	-15%	-3%	5	-16%	0%	10%
O=C(CN1C(=O)NC(c2ccccc2)(c2ccccc2)C1=O)NC1CCS(=O)(=O)C1 (stereo not drawn)	33%	5%	-14%[2.33 µM]	26%	-1%	-22	-1%	-2%	1%
COC(=O)c1ccc(/C=N/N2CCN(Cc3ccc(C)cc3C)CC2)cc1	-29%	-2%	?	40µM*	7%	2	?	6%	1%
CCCCNC(=O)Nc1ccnn1C1CCCCC1	33%	-2%	4%[59 µM]	11%	2%	-8	-8%	4%	-7%
C=COC(=O)NC1CCc2cc(OC)c(OC)c(OC)c2-c2ccc(SC)c(=O)cc21 (stereo not drawn)	-3%	9%	·	·	1%	0	-35%	4%	1%
COc1ccc(N=Nc2cc(C)c(O)c(CN3CCCCC3)c2)cc1	28µM*	i	11µM*	13µM*	19%	2	22µM*	-6%	6%
CSc1nnc(-c2ccc(S(=O)(=O)N3CCCC3)cc2)n1C	16%	i	-13%[12.7 µM]	-9%	5%	-1	-12%	1%	1%
COc1cccc(C2c3c(oc4ccccc4c3=O)C(=O)N2CCCN2CCOCC2)c1OC (stereo not drawn)	16%	1%	·	·	-1%	1	-2%	0%	2%
Oc1ccc(C2C(c3ccccc3)=NN=C(c3ccc(Cl)cc3)N2O)c(O)c1 (stereo not drawn)	1%	10%	11µM*	-32%	26%	-1	-30%	17%	·
CCc1cc(C(=O)N(C)CC(=O)Nc2c(Cl)cccc2Cl)sc1C	10%	1%	9%[59 µM]	-3%	-4%	3	-17%	7%	-13%
c1ccc(Oc2cccc3cccnc23)nc1	8%	13%	8%	-2%	0%	-3	-10%	6%	-3%
Cc1ccc(C)c(NC(=O)CCC(=O)NNC(=O)C(c2ccccc2)c2ccccc2)c1	12%	0%	-7%[12.7 µM]	4%[57.1 µM]	9%	8	-14%	1%	0%
C#CCSc1nnc(-c2ccc(O)cc2)o1	37%	i	16%	-16%	-8%	5	-15%	-8%	-12%
CC1CCCC(NC(=O)CNC(=S)N(Cc2ccccc2)Cc2cccs2)C1C (stereo not drawn)	32%	7%	-36%	·	6%	4	-7%	-6%	2%
Cc1c(NC(=O)c2ccc(NS(=O)(=O)c3cccc([N+](=O)[O-])c3)cc2)c(=O)n(-c2ccccc2)n1C	35%	5%	·	·	0%	0	-1%	4%	1%
C=CCN1CC(C(=O)N2CCC(Cc3ccc(Cl)cc3)(C(=O)OCC)CC2)CC1=O (stereo not drawn)	36%	i	-42%	-2%	12%	-4	-10%	2%	0%
CCc1cc2cc(OC)ccc2nc1SCC(=O)NNC(=O)c1ccco1	32%[activator]	i	-1%	2%	2%	-4	-6%	4%	-3%
O=C(Nc1cccc(S(=O)(=O)NCc2ccco2)c1)c1ccc(Cl)cc1	5%	-7%	·	·	0%	-11	-14%	8%	10%
CC(=O)Cc1nsc(Nc2ccc(Cl)cc2)n1	13%	-5%	-6%	-33%	-5%	0	-12%	4%	-3%
Cc1cc(C)cc(NC(=O)CSc2cc(C)[nH]c(=O)n2)c1	36%[activator]	-7%	8%[59 µM]	-4%	2%	2	-3%	7%	-12%
N#Cc1ccccc1S(=O)(=O)N1CCN(C(=O)Cc2coc3cc(O)ccc23)CC1	13%	-3%	-6%[2.33 µM]	2%	?	-4	-15%	13%	·
O=C(CCn1c(=S)[nH]c2ccccc2c1=O)NCCc1ccc(Cl)cc1	2%	-6%	8%	-13%	1%	-3	-27%	-1%	-4%
CC(=O)NN1C(=O)c2ccccc2NC1c1cccc([N+](=O)[O-])c1 (stereo not drawn)	28%	i	17%	-11%	-4%	8	0%	6%	-6%
CC(C)c1nc2oc3c(=O)[nH]cnc3c2c2c1CCC2	15%	2%	6%	1%	2%	-10	17%[57.1 µM]	2%	-5%
Cc1ccc(NC(=O)C(C)OC(=O)Cn2cnc3ccccc3c2=O)cc1 (stereo not drawn)	16%	1%	23%[0.501 µM]	-1%	-3%	-4	-17%	8%	-3%
CCOc1ccccc1C(=O)Nc1nnc(SCC(=O)Nc2cc(C)on2)s1	11%	5%	-27%	-5%	0%	-2	-4%	10%	-7%
O=C1[C@@H]2Cc3c([nH]c4ccccc34)C(c3cccc([N+](=O)[O-])c3)N2C(=O)CN1CCCO (stereo partly drawn)	?	2%	-7%	-6%	-5%	1	-15%	2%	5%
Cc1ccc(C(=O)N(Cc2nc(-c3ccc(C)cc3)no2)C(C)C)cc1	68%[activator]	-7%	16%	5%	-3%	3	5%	-8%	-1%
COC(=O)CN(C)C1CC(=O)N(c2ccc(Cl)cc2)C1=O (stereo not drawn)	12%	i	?	-2%	0%	3	?	1%	-4%
CC(C)NC(=O)Nc1cccc2c1O[C@@H](CN(C)S(=O)(=O)c1ccc(F)cc1)[C@@H](C)CN([C@H](C)CO)C2=O	35%	-1%	·	·	-1%	1	-14%	0%	-1%
CC(=O)C1=C(C)Nc2cc(C(F)(F)F)ccc2S1	-4%	0%	22µM*	11%	-2%	-8	-22%	2%	2%
CN(C)CCNC(=O)Nc1ccc([N+](=O)[O-])cc1	50%[activator]	-4%	-37%	-10%	-3%	7	7%	-3%	-15%
CCCCCNC(=O)CCn1c(=O)oc2ccccc21	35%	5%	-7%[59 µM]	1%	-13%	1	-1%	12%	-6%
Cc1ccc(NC(=O)CSc2nnc(COc3ccc(C#N)cc3)n2-c2ccccc2)cc1C	-1%	-3%	15%	-1%	2%	-5	-27%	-2%	1%
CCOC(=O)COc1ccccc1-c1ccno1	32%	i	2%[12.7 µM]	-1%	-1%	-3	-4%	2%	5%
CN(C)c1nc(N)c2nccnc2n1	22%	-5%	·	·	-1%	5	-11%	12%	-2%
O=C(O)C(c1ccccc1)N1CCCCC1 (stereo not drawn)	59%[activator]	-8%	?	-31%	-12%	-3	4%	-19%	12%
O=C(Nc1cccc(S(=O)(=O)NCc2ccco2)c1)c1cc(-c2ccccc2)nc2ccccc12	14%	i	?	-39%	16%	1	-24%	0%	-9%
NC(=O)CSc1nc2c(oc3ccccc32)c(=O)n1Cc1ccccc1	23%	i	0%[59 µM]	6%	5%	-8	-8%	-1%	9%
CCOCCCNC(=S)N(CCN(CC)CC)Cc1cc2cc3c(cc2[nH]c1=O)OCCO3	2%	-4%	9%[59 µM]	3%	-3%	-6	-19%	-4%	12%
O=C(COc1ccccc1Cl)N(Cc1cccs1)C1CCS(=O)(=O)C1 (stereo not drawn)	0%	-1%	-6%	12%	2%	1	-9%	1%	-6%
Cc1ccc(C(=O)NNC(=S)NC(=O)c2ccccc2)cc1	5%	-6%	·	·	-9%	-5	-27%	2%	3%
COC(=O)c1ccc(NC(C(=O)OC)C(C)C)c([N+](=O)[O-])c1 (stereo not drawn)	-20%	3%	?	?	0%	0	-33%	1%	-5%
CCc1ccc(C2(C)SC(NC(C)=O)=NN2C(C)=O)cc1 (stereo not drawn)	22%	-9%	-19%[59 µM]	11%	-9%	3	-13%	-1%	-5%
